# Screening data as filed in PubChem BioAssay.
# Mdm2-MdmX inh: inhibitors of human Mdm2/MdmX interaction; O15151+Q00987; SaOS-2 split-luciferase Mdm2/MdmX complementation, luminescence; inhibition, % at 8 µM; 330,000 tested, 3% active; AID 485346;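 active = inhibition of at least 50% at 8 µM in the primary screen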
# UPR XBP1 act: activators of adaptive arm of unfolded protein response (XBP1); CHO-XBP1 luciferase reporter, IRE1-XBP1 UPR activation, luminescence; percent of tunicamycin response, DMSO as zero; activation, % at 20 µM; 330,000 tested, 0.33% active; AID 463104;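 active = versus positive control, 20 µM dose yields 30% or more activation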;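 note: 100% = tunicamycin at 10 µg/mL and 0% = DMSO only wells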
#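 Material: CHO-XBP1 cells stably carrying IRE1-XBP1-driven luciferase reporter | Medium: F12 with 10% serum | Compound dosing: 20 µM single concentration, DMSO 1% | Incubation: Overnight seeding at 37 °C, 6 h compound treatment at 37 °C | Detection: Steady-Glo luminescence read | Read-out basis: % activation of reporter signal versus tunicamycin and DMSO controls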
# tim23-1 inh: growth inhibitors of tim23-1 mutant yeast. S. cerevisiae tim23-1 growth, BacTiter-Glo luminescence, 24 h. inhibition, % at 20 µM. 330,000 tested, 1.3% active;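 active = growth inhibition of the mutant yeast at or above 50%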;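 note: temperature-sensitive mutant grown at 25 °C; plate controls were DMSO-treated mutant yeast for no effect and medium wells lacking yeast for full effect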
# APJ ag: agonists of human APJ apelin receptor; AID 2520; activation, % at 20 µM; P35414; CHO-K1 APJ PathHunter beta-arrestin, luminescence; 0% DMSO wells, 100% apelin; 330,000 tested, 0.11% active;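 active = activation more than six SD over the plate average, tested at 20 µM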;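 note: 0% = DMSO alone and 100% = apelin-13 at 10 nM; some results filed as inactive read as strong as hits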
# Target sequence (P35414 whole entry, looked up): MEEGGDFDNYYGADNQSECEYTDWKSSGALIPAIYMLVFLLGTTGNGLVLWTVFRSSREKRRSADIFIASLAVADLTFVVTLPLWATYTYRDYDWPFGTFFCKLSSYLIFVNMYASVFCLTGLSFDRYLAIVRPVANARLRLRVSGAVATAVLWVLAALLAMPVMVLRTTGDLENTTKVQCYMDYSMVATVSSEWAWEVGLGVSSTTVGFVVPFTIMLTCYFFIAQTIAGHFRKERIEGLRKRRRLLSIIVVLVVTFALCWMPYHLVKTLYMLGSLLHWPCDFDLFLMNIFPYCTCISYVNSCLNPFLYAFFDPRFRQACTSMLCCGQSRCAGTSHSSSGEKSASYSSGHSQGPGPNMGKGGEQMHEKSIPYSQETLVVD
#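 Assay system: CHO-K1 cells stably expressing ProLink-tagged human APJ and arrestin–beta-gal acceptor. Compound dosing: 20 µM single point, 1% DMSO. Times: 16-18 h seeding, 90 min dark compound exposure, 60 min detection. Detection: beta-gal luminescence. Evaluation: APJ–arrestin association signal. Controls: negative DMSO alone, positive Apelin-13 at 10 nM.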
# Jurkat NFkB inh: inhibitors of the PMA/ionomycin-induced NF-kB reporter in Jurkat cells; PMA/ionomycin-induced NF-kB luciferase reporter, luminescence; inhibition, % at 4 µM; 330,000 tested, 0.53% active; AID 435003; in the data active = inhibition above about 50%
# CHOP UPR activ: apoptotic UPR (CHOP) activation; CHO-CHOP luciferase reporter, luminescence; percent of tunicamycin response over DMSO baseline; activation, % at 10 µM; 330,000 tested, 0.34% active;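 active = at 10 µM dose, activation of 40% or more, normalized to positive control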;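 note: 100% = tunicamycin at 10 µg/mL and 0% = DMSO alone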
#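 Material: CHO-CHOP cells, stable luciferase reporter of PERK-eIF2a-CHOP signalling; quantity: 500 reporter cells seeded per well; buffer or medium: F12 medium containing 10% fetal bovine serum; compound: one dose, 10 µM in 0.5% DMSO; incubation: 6 h compound treatment, 37 °C; measured by: Steady-Glo luciferase luminescence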
# APJ antag: antagonists of human APJ apelin receptor; P35414; CHO-K1 APJ beta-arrestin complementation, luminescence; inhibition, % at 20 µM; 330,000 tested, 0.32% active;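 active = inhibition above about 40% at 20 µM, limit read from the data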;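 note: cells challenged with 10 nM apelin-13 agonist together with compound; plate controls were apelin-13 plus DMSO wells for no effect and DMSO wells lacking apelin-13 for full effect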
# 697 NFkB inh: lowers PMA/ionomycin-induced NF-kB signal in 697 B cells; 697 B-cell NF-kB luciferase reporter, 16 h; inhibition, % at 4 µM; 330,000 tested, 0.33% active; AID 435022; in the data active = inhibition above about 35%
# * = called active by the depositor.
# Sample of the layout (5 entries):
SMILES,Mdm2-MdmX inh,UPR XBP1 act,tim23-1 inh,APJ ag,Jurkat NFkB inh,CHOP UPR activ,APJ antag,697 NFkB inh
c1ccc2c(c1)nnn2Cc1nnc2sc(-c3ccc4c(c3)OCCO4)nn12,-9.4,2.4,9.8,-2.1,3.3,1.1,-12.1,-29.5
Cc1ccc(C)n1-c1ccc(C(=O)N/N=C/c2ccncc2)cc1,-12.3,-3.1,2.3,-8.1,15.2,1.8,-16.8,7.9
COc1ccc(C(=O)Nc2ccc(Cl)cc2C(=O)N2CCOCC2)cc1,14.7,-2.1,2.5,2.0,18.4,2.8,-16.0,-13.7
CC1CCCN(S(=O)(=O)c2ccc(NC(=O)Cn3nnc(-c4ccccc4F)n3)cc2)C1 (stereo not drawn),13.5,-4.6,5.8,-2.6,23.2,0.4,7.3,7.7
COc1cc(C(=O)NNC(=O)Cc2cccs2)cc(OC)c1OC,-0.4,0.3,-4.5,-3.4,-15.2,0.7,3.8,0.5

# The whole of this part, repeating the preview:
SMILES,Mdm2-MdmX inh,UPR XBP1 act,tim23-1 inh,APJ ag,Jurkat NFkB inh,CHOP UPR activ,APJ antag,697 NFkB inh
c1ccc2c(c1)nnn2Cc1nnc2sc(-c3ccc4c(c3)OCCO4)nn12,-9.4,2.4,9.8,-2.1,3.3,1.1,-12.1,-29.5
Cc1ccc(C)n1-c1ccc(C(=O)N/N=C/c2ccncc2)cc1,-12.3,-3.1,2.3,-8.1,15.2,1.8,-16.8,7.9
COc1ccc(C(=O)Nc2ccc(Cl)cc2C(=O)N2CCOCC2)cc1,14.7,-2.1,2.5,2.0,18.4,2.8,-16.0,-13.7
CC1CCCN(S(=O)(=O)c2ccc(NC(=O)Cn3nnc(-c4ccccc4F)n3)cc2)C1 (stereo not drawn),13.5,-4.6,5.8,-2.6,23.2,0.4,7.3,7.7
COc1cc(C(=O)NNC(=O)Cc2cccs2)cc(OC)c1OC,-0.4,0.3,-4.5,-3.4,-15.2,0.7,3.8,0.5
Cc1cccc(NC(=O)C(C)Oc2ccc(C)nc2[N+](=O)[O-])c1 (stereo not drawn),23.9,1.0,11.8,-2.5,12.6,0.3,1.2,7.0
CCc1c(C)c2cc(Cl)c(O)c(CN(CC)CC)c2oc1=O,3.5,-3.2,11.2,0.2,-13.4,-2.3,-0.5,20.4
Cc1c(C)n(CC(O)CN(CCO)CCO)c2ccccc12 (stereo not drawn),13.3,-1.1,-5.1,-2.9,0.9,1.5,-16.9,-3.9
Cn1cnc2c1c(=O)[nH]c(=O)n2Cc1ccccc1,14.4,-4.6,11.4,-4.2,2.3,0.8,17.8,20.1
Cc1ccc(Nc2ncnc3c2cnn3C)cc1,24.9,-2.3,21.9,-1.8,-10.4,-0.6,-10.4,-25.5
N#Cc1cc2c(=O)n3ccccc3nc2n(CCCn2ccnc2)c1=N,-0.4,-4.0,8.1,-2.9,18.0,-1.5,18.5,18.0
O=C(C1=C(O)C(=O)N(c2ncccn2)C1c1cccc(Cl)c1)c1ccco1 (stereo not drawn),1.3,2.5,14.7,-2.8,2.2,-0.5,-0.5,8.2
O=P(COCCOCCOCP(=O)(c1ccccc1)c1ccccc1)(c1ccccc1)c1ccccc1,-26.3,-0.5,-0.7,-2.0,-6.6,-0.8,-27.7,-12.1
Fc1ccc(-c2ncc3ccccn23)cc1,-5.4,2.2,16.2,-3.0,-8.0,0.8,-5.2,-18.7
CN(C)C(C)(C)C#CC(O)(c1ccccc1)c1ccccc1,28.4,8.2,-11.7,-3.3,-2.7,-1.0,0.9,1.1
CC(C)(C)NC(=O)CSc1nc(-c2ccccc2)cc(=O)[nH]1,13.5,-0.9,-8.3,-3.6,7.6,0.6,29.8,18.4
Cn1nc(-c2ccc(Cl)cc2)c2cc(C(=O)NCCCN3CCOCC3)sc21,16.7,-2.2,-14.4,0.6,-15.0,-0.4,-5.1,-11.9
O=C(NCCc1ccco1)c1cc(COc2cccc(C(F)(F)F)c2)on1,27.7,-4.6,27.0,1.2,3.6,0.6,-18.1,11.9
Cc1cc(NC(=O)c2cnn3cccnc23)n(-c2ccccc2)n1,-12.9,2.5,8.9,-1.3,9.3,-1.1,8.6,14.9
CN(Cc1nccn1C)C(=O)C1CCC(=O)N(CCc2ccc(Cl)cc2)C1 (stereo not drawn),20.0,0.6,-6.1,-2.1,2.1,1.4,3.8,0.3
O=c1/c(=C/c2ccccc2)sc2nnc(-c3cccs3)n12,-2.6,-1.1,40.1,-0.2,3.2,1.5,9.1,-2.0
COc1ccc(C2N(Cc3ccccc3)CC(=O)N2/N=C(\C)c2ccccc2)cc1 (stereo not drawn),5.3,0.1,10.6,-3.1,-28.9,10.4,13.2,-7.8
c1cc(Nc2ncnc3sccc23)cc(-c2nnc3n2CCCCC3)c1,20.5,0.1,11.2,1.0,3.5,2.0,-7.9,-10.8
Cc1cc(/C=C2\SC(=O)N(C)C2=O)c(C)n1-c1ccc(S(N)(=O)=O)cc1,0.6,-4.3,22.4,-2.2,-9.6,0.0,19.4,-11.9
Cc1coc2cc3oc(=O)c(CCC(=O)O)c(C)c3cc12,6.0,-1.6,1.7,0.8,7.7,-2.3,-2.5,9.1
# Next entries follow:
SMILES,Mdm2-MdmX inh,UPR XBP1 act,tim23-1 inh,APJ ag,Jurkat NFkB inh,CHOP UPR activ,APJ antag,697 NFkB inh
CCOC(=O)N1CCC(N2Cc3cccc(C(=O)NCc4ccccc4OC)c3C2=O)CC1,2.0,-0.9,-5.4,-4.6,2.5,0.8,11.1,6.9
Cc1ccc(S(=O)(=O)N(c2ccccc2)C2CCS(=O)(=O)C2)cc1 (stereo not drawn),9.0,-1.3,-0.3,1.4,-2.5,-3.1,-3.7,3.4
Cc1ccc(-c2cc(C(=O)N3CCCCCC3)no2)cc1,-154.2,1.1,16.8,0.9,-181.6,1.6,-8.7,-228.7
O=C(CCC1CCN(Cc2ccccc2O)CC1)NC1CC1,17.0,-6.2,-2.1,-1.7,3.9,-1.7,7.9,5.5
Brc1ccc(-c2nn3c(Cc4ccccc4)nnc3s2)o1,-14.9,0.6,20.3,-5.8,-2.3,-0.6,-6.4,-23.9
CC(C)/C=C/CN1CCN(CCCc2ccccc2)C(CCO)C1 (stereo not drawn),10.4,-3.8,-29.2,-3.5,-5.4,1.2,9.0,-14.0
O=C(COc1ccc(-c2ccccc2)cc1)NN=C1CCCC1,-1.2,-1.2,12.0,-1.4,-6.6,-0.6,23.6,-5.7
O=C(OC1Cn2c(=O)ccc(=O)n2C1)c1ccc([N+](=O)[O-])cc1,15.5,-3.7,5.2,0.4,2.9,-0.3,-15.3,19.5
O=C(Cn1c(=O)n(Cc2ccco2)c(=O)c2ccccc21)NCC1CCCO1 (stereo not drawn),16.5,3.1,0.1,0.1,-18.1,-1.9,-15.5,2.1
CCN(CC)CC(=O)c1c[nH]c2ccccc12,-28.7,-5.3,10.1,-2.8,0.0,-1.2,-11.4,28.1
Cc1cccc(N(CC(=O)N=Nc2c(O)[nH]c3ccccc23)S(C)(=O)=O)c1C,-22.1,-0.3,23.5,-5.3,5.0,-1.2,-15.2,21.4
Cc1ccccc1NC(=O)COC(=O)CC1CCCC1,3.9,0.0,20.8,6.5,1.9,1.5,12.7,4.1
COc1cccc(CNC(=O)CCS(=O)(=O)c2ccc3c(c2)NC(=O)CS3)c1,4.4,-2.4,2.9,2.1,-3.6,0.4,-7.9,0.7
O=C(O)c1cnn2c(C(F)(F)F)cc(-c3ccccc3)nc12,8.4,-0.1,-2.3,-8.8,4.9,-0.6,-2.1,15.9
CN(Cc1ccccc1)C1=CC(=[N+]2CCCCC2)CC(C)(C)C1,72.1*,0.1,-14.9,-2.0,69.4*,-1.4,-1.1,12.0
O=C(Nc1nc2c(s1)C(=O)CCC2)c1ccccc1,-53.9,-10.7,13.6,-3.6,-66.0,0.6,1.7,-111.6
Cc1ccc(S(=O)(=O)N(CC(=O)NCCSC2CCCCC2)c2ccccc2F)cc1,-1.8,-2.0,-9.7,0.3,3.2,-0.3,-27.9,-7.6
Cc1ccc(S(=O)(=O)N2CCOCC2)cc1C(=O)OC(C)C(=O)NC1CCCC1 (stereo not drawn),15.6,-0.5,0.8,-2.8,7.0,-1.1,23.0,19.6
O=C1NCCN/C1=C\C(=O)c1ccccc1,-13.3,-1.2,2.0,3.4,-22.6,4.4,-4.1,-13.6
CC(C)c1ccc(NC2CCCN(C(=O)CCn3cnnn3)C2)cc1 (stereo not drawn),-1.4,-0.6,-4.3,-3.3,-11.7,2.5,8.5,-2.3
COc1ccccc1CNC(=O)COC(=O)c1cc(=O)[nH]c2ccccc12,8.9,-0.8,-9.7,-0.2,-3.9,0.0,-65.9,8.5
CC(=O)c1ccc2noc(-c3cccc(C)c3)c2c1,-22.6,1.4,9.4,-1.1,-14.0,4.4,8.0,-7.1
CC(=O)c1c(C)oc2ccc(NS(=O)(=O)c3ccc(C(=O)O)cc3)cc12,-13.7,-0.5,2.0,0.4,-6.1,1.8,2.9,9.7
CCN1CCN(C(=O)CCNC(=O)Cn2ccc3ccccc3c2=O)CC1,16.8,0.5,-1.3,-5.8,6.6,-0.8,-1.7,17.0
CC(=O)Nc1cccc(NC(=O)c2cc3ccccc3o2)c1,-127.1,-0.6,-1.7,0.5,-57.5,6.7,0.6,-95.5
# Carrying on.
SMILES,Mdm2-MdmX inh,UPR XBP1 act,tim23-1 inh,APJ ag,Jurkat NFkB inh,CHOP UPR activ,APJ antag,697 NFkB inh
O=C(CN(c1ccc(F)cc1)S(=O)(=O)c1ccc2c(c1)OCCO2)Nc1ccc2c(c1)OCO2,1.3,-3.7,13.8,-2.1,-2.1,0.7,3.4,16.4
COc1ccc(Br)cc1CN(C)C(=O)CNC(=O)c1ccc2ccccc2c1,-0.7,-2.0,26.4,-0.9,23.4,0.6,1.6,14.1
Cc1noc(C)c1S(=O)(=O)N(CC(=O)N1CCn2c1nc1ccccc12)c1ccc(C(C)C)cc1,20.7,-0.5,13.0,-4.7,10.8,1.7,-1.8,10.8
COc1ccccc1OCCn1c(=S)[nH]c2ccccc21,5.8,-1.0,16.9,-3.5,21.5,-0.7,1.6,-27.4
Cn1nc(-c2ccc(Cl)cc2)nc2c(=O)n(C)c(=O)nc1-2,82.6*,-4.1,77.3*,6.3,27.6,-9.3,20.7,-315.7
Cc1cc2nnc(SCC(=O)NCC3CCCO3)n2c2ccccc12 (stereo not drawn),-6.7,2.4,3.3,-2.1,-1.9,-0.6,-18.5,0.9
CCOc1ccccc1OCC(=O)OCC(=O)c1c(C)[nH]c2ccccc12,17.0,-2.9,16.0,0.5,-3.3,0.3,-46.7,-3.0
COc1ccc(C2NC(C(=O)O)CS2)cc1COCC(F)(F)F (stereo not drawn),9.5,-2.0,8.5,2.2,-2.8,-2.1,2.9,19.0
C/C(=N\NC(=O)c1ccccc1)c1nc2ccccc2n1C,29.8,3.4,-21.5,-5.7,21.6,-0.6,3.1,14.1
O=C(N/N=C1\CCc2ccccc21)c1ccccc1Cl,-112.7,7.3,5.7,-2.0,-116.9,1.3,-3.4,-111.6
OC(c1ccccc1)(C1CCCCC1)C(CN1CCOCC1)c1ccccc1 (stereo not drawn),-3.6,3.0,50.4*,-2.0,-5.3,0.4,33.0,15.3
O=C(c1ccccc1)N(C(=O)c1ccccc1)c1ncnc2c1C(c1ccccc1)c1c(ccc3ccccc13)O2 (stereo not drawn),-6.5,-0.5,17.9,-4.2,-1.7,0.3,-5.0,-32.3

# This is a random part of the collection. About 5% of those tested had a hit in this group.
